mHtt clearance = compounds clearing mutant huntingtin protein; HeLa Exon1htt(103Q)mCFP, aggregate imaging; zero = plate's median compound well; inhibition, % at 1.5 µM; hit rate 0.42% among 47,000; AID 853;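 active = inhibition of aggregate fluorescence above about 70%, also judged a hit by eye on the cell image, limit read from the data, passing the limit was not always enough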;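 note: cells exposed to compound for three days before fixation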
mHtt clearance grain fraction = also measured in mHtt clearance; calls as there; fraction fluorescence in grains; measured here: aggregate grain fluorescence fraction; active compounds read low;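 scaled fraction of total cell fluorescence in grains with unit not stated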
The depositor's hits bear a star. An excerpt, so the mix of outcomes need not match the whole.

No.	SMILES	mHtt clearance	mHtt clearance grain fraction
1	COc1cccc(C(=O)NC2CCSC2=O)c1 (stereo unspecified)	-45.4	50.9
2	CC(C)(C)c1ccc(S(=O)(=O)N2C=CC(C(F)(F)F)=NCC2)cc1	-60.8	60.8
3	CCCNC(=O)c1c(NC(=O)C2COc3ccccc3O2)sc2c1CCCC2 (stereo unspecified)	-107.9	40.5
4	COc1ccccc1Nc1nc(-c2sc(NC(=O)c3ccco3)nc2C)cs1	-11.8	43.4
5	CCOC(=O)c1c(-c2cccs2)csc1NC(=O)c1ccncc1	-3.5	32.8
6	O=C(Cc1n[nH]c(=O)c2ccccc12)NCc1ccccn1	-0.8	19.2
7	O=C(Oc1ccc(Cl)c2cccnc12)N1CCCCCC1	-45.8	27.3
8	Cc1nn(Cc2ccccc2Cl)c(C)c1C(=O)Nc1nnc(C2CC2)s1	48.3	10.1
9	CCn1nnnc1SCC(=O)N1CCc2ccccc21	-52.8	30.6
10	O=C(Nc1ccc2c3c(cccc13)CC2)c1ccco1	11.0	39.1
11	Cc1c(C(=O)NCc2ccc3c(c2)OCO3)oc2ccc(S(=O)(=O)N3CCCCC3)cc12	-37.7	50.7
12	CCc1cc(C(=O)Nc2ccc(C)cc2Br)cs1	5.6	18.3
13	COc1ccc(S(=O)(=O)NCCOc2ccccc2)cc1OC	-19.3	23.2
14	COc1ccc(N2CCN(C(=O)CN(c3ccccc3)S(C)(=O)=O)CC2)cc1	56.5	15.7
15	Oc1ccc2ccccc2c1CN1CCN(c2ccccc2F)CC1	46.2	16.6
16	COCCNc1nc(=S)[nH]c2cc(OC)c(OC)cc12	-23.3	22.1
17	O=C(c1cnn2c(C(F)(F)F)cc(-c3ccco3)nc12)N1CCCc2ccccc21	40.1	23.7
18	CCCCOC(=O)C1=C(C)Nc2ncnn2C1c1cc(OC)c(OC)cc1OC (stereo unspecified)	-23.5	39.1
19	CC(=O)N1CCc2cc(S(=O)(=O)NC(C(=O)NCc3ccccc3)C(C)C)ccc21 (stereo unspecified)	-3.5	20.4
20	O=C(CCc1ccccc1)NCc1cccnc1	-3.1	39.9
21	COc1ccc(Nc2nc(-c3sc(N)nc3C)cs2)cc1	37.4	12.7
22	CCCCn1c(SCC(=O)OCC)nnc1-c1ccoc1C	-10.7	37.8
23	O=C(Nc1ccccc1-c1ccccc1)c1ccco1	-6.9	40
24	O=C1N2CCCc3cccc(c32)C12Nc1ccccc1S2 (stereo unspecified)	-62.1	31
25	COc1ccc(OC)c(NC(=O)CSc2nc(C)cs2)c1	32.5	29.8
26	COc1ccccc1Oc1ccc(S(=O)(=O)NCc2ccccn2)cc1	0.3	17.7
27	Cc1cc(C)cc(NC(=O)N2CCC(c3nc4ccccc4o3)CC2)c1	-6.1	20.8
28	Cn1c(SCC(=O)OC2CCCCC2)nnc1-c1ccc2c(c1)OCO2	-31.0	48.1
29	Cc1ccc(NC2=NCCCCC2)cc1C	0.6	41.8
30	CN(C(=O)COc1cccc(Br)c1)C1CCS(=O)(=O)C1 (stereo unspecified)	-19.1	43.2

Values in list order from the list.
Entries 20 to 29 in mHtt clearance read -3.1, 37.4, -10.7, -6.9, -62.1, 32.5, 0.3, -6.1, -31.0, 0.6
Entries 20 to 29 in mHtt clearance grain fraction read 39.9, 12.7, 37.8, 40, 31, 29.8, 17.7, 20.8, 48.1, 41.8

(further entries)
No.	SMILES	mHtt clearance	mHtt clearance grain fraction
31	CCOC(=O)N1CCC(NC2CCCCCCC2)CC1	15.4	36.6
32	COc1ccc(OC)c(-c2csc(N(Cc3ccco3)C(=O)c3cccs3)n2)c1	-92.5	42.5
33	CC(C)CNC(=O)CSc1nnc(CN2CCCCCC2=O)n1-c1ccccn1	34.2	18.8
34	Cn1c(SCC(=O)NCc2cccs2)nnc1-c1cccs1	-33.4	23.7
35	CCOC(=O)c1[nH]c2ccc(OC)cc2c1NC(=O)CCN1CCc2ccccc2C1	-14.3	48.9
36	O=C(CSc1ncnc2nc[nH]c12)NCCc1ccccc1	13.8	17.8
37	COc1ccc(N(CC(=O)NC2CCCC2)C(=O)CCC(=O)Nc2cc(C)on2)c(OC)c1	-34.8	27.3
38	COc1ccc(N2CCN(C(=O)CSc3nnc(Cn4nnc5ccccc54)n3C)CC2)cc1	28.5	13.8
39	Cn1nnnc1SCc1cccc(CSc2nnnn2C)n1	6.0	19.2
40	Cc1ccc(S(=O)(=O)N2c3ccccc3NC(=O)C2CC(=O)Nc2ccccc2)cc1 (stereo unspecified)	2.6	34.1
41	Cc1c(C(=O)O)oc2ccc(S(=O)(=O)N3CCCCC3C(=O)O)cc12 (stereo unspecified)	56.8	15.5
42	O=C(Nc1ccccc1N1CCCC1)c1cccnc1	-14.0	19
43	Cc1cccc(CS(=O)(=O)Cc2ccc(C(=O)O)o2)c1	-11.0	23.8
44	CCc1c(C(=O)N/N=C/c2ccc(C)o2)csc1C	-32.7	27.3
45	CCC(C(=O)c1ccccc1)N(C(=O)c1ccccc1Cl)N1C(=O)C2C3C=CC(C3)C2C1=O (stereo unspecified)	45.9	21
46	O=C(NCc1ccco1)c1cnn2c(C(F)(F)F)cc(-c3cccs3)nc12	-15.0	40.3
47	COC(=O)c1nc(-c2ccc(C)cc2)oc1N(C)C	18.6	23.3
48	CCOc1ccc(N2C(=O)CC(SC(=NC)Nc3cccc(F)c3)C2=O)cc1 (stereo unspecified)	12.6	28.6
49	CCCN1Cc2cccc(C(=O)NCc3ccccc3OC)c2C1=O	6.8	19.6
50	O=C(O)CCCC(=O)N1CCN(c2nc(-c3ccccc3)c3ccccc3n2)CC1	-30.7	59
51	COC(=O)Nc1ccc(S(=O)(=O)N2CCC(C)CC2)cc1	39.5	18.6
52	CCCC(C)c1nnc(NC(=O)CS(=O)(=O)Cc2ccccc2)s1 (stereo unspecified)	46.6	23.2
53	Cc1nc(N)c(C#N)c(-c2ccccc2Cl)c1C	22.5	16.4
54	CC(=O)NCCC(=O)Nc1ccc(C)c(F)c1	-23.8	23
55	Cc1nnc(SCc2cnc(-c3ccc(C(C)C)cc3)s2)n1C	-0.6	35.8
56	CCCc1ccc(OCCNC(=O)CC)cc1	31.5	12
57	O=C(O)c1cccc(NS(=O)(=O)c2ccc(Cl)c(C(=O)O)c2)c1	-48.5	26.8
58	COc1ccc(S(=O)(=O)Nc2cc(C(=O)NCCC(C)C)ccc2N2CCOCC2)cc1	-9.4	46.4
59	Cc1cccc(NC(=O)CSc2nc3ccccc3c3nc(CCc4c(C)n[nH]c4C)nn23)c1	-2.8	44.6
60	CCCCn1c(=S)[nH]c2c(oc3ccc(Cl)cc32)c1=O	-33.1	23.6
61	CC(=O)Nc1ccc(S(=O)(=O)Oc2ccc(N3C(=O)C4CCCCC4C3=O)cc2)cc1 (stereo unspecified)	-32.0	27.3
62	Cc1ccc(C)c(NC(=O)C2C3CCCC2C3c2ccccc2)c1 (stereo unspecified)	20.1	23.4
63	Cc1nc2c(C(=O)N3CCCC3)cnn2c(C)c1Cc1c(F)cccc1Cl	-67.2	26.8
64	CN1CCc2c(sc3c2c(=O)n(-c2ccccc2)c2nncn32)C1	-7.5	23.5
65	CCCC(=O)Nc1cc(-c2nn(C)c(=O)c3ccccc23)ccc1N1CCCCC1	24.0	15.2
66	c1ccc(CC2CCN(c3nc4ccccc4n4nnnc34)CC2)cc1	-15.9	23.2
67	COc1ccc(C2(NC(C)=O)CCN(C(=O)c3cccs3)CC2)cc1	49.8	8.79
68	O=C(c1ccco1)N1CCN(CC(=O)N(C2CCCCC2)C2CCS(=O)(=O)C2)CC1 (stereo unspecified)	14.4	16.4
69	CCOc1cc(NC(=O)c2ccco2)c(OCC)cc1NC(=O)c1cc(OC)c(OC)c(OC)c1	-69.8	32.5
70	N=c1c2c3c(sc2ncn1CCCN1CCOCC1)CCCCC3	8.1	31.4
71	O=C(O)c1cccc(S(=O)(=O)Nc2ccccc2Cl)c1	-6.9	22.8
72	O=C(COc1ccc(S(=O)(=O)N2CCCC2)cc1Cl)NCc1ccc2c(c1)OCO2	1.6	20.2
73	CCn1nnnc1SCC(=O)Nc1nc2ccc(OC)cc2s1	-35.5	27.1
74	CCn1cc(Br)c(C(=O)NC(C)c2ccccc2)n1 (stereo unspecified)	7.5	16.5
75	CS(=O)(=O)N(CC(=O)N1CCN(c2ccccc2F)CC1)c1cc(C(F)(F)F)ccc1Cl	5.4	35.9
76	Cc1ccc(-n2c(SCC(=O)NCc3ccco3)nc3sc(C)c(C)c3c2=O)cc1	49.4	9.79
77	S=c1[nH]nc(-c2cc3ccccc3o2)n1Cc1ccccc1	13.8	16.5
78	Nc1nnc(SCCOc2ccccc2)s1	-17.1	23.8
79	O=C(c1ccc(F)cc1)c1c[nH]c(C(=O)NCc2cccnc2)c1	1.0	38.1
80	Cc1c(C(=O)Nc2ccc3oc(-c4cccnc4)nc3c2)oc2ccccc12	-65.1	33.8
81	CN(Cc1cccs1)C(=O)CCc1ccc(S(=O)(=O)N2CCOCC2)cc1	-67.5	32.3
82	CCN(CC)C(=O)CSc1nc2ccccc2c(=O)[nH]1	-6.3	21.9
83	CCC(C)NC(=O)c1cn(CC)c2ccc(S(=O)(=O)N(C)C)cc2c1=O (stereo unspecified)	10.6	28.8
84	S=C1N(c2ccccc2)C(c2ccc(Cl)cc2)N2CCCN12 (stereo unspecified)	43.2	22.5
85	Cc1cc(S(=O)(=O)NC2CCCCC2)ccc1OCC(=O)N1CCOCC1	-26.5	24.6
86	CCOc1ccc(C(=O)NC2CCN(S(=O)(=O)CC)CC2)cc1	-26.4	22.8
87	Cc1nn(-c2ccccc2)c(C)c1NS(=O)(=O)c1ccccc1	-162.6	102
88	COC(=O)c1c(NC(=O)C2CCC2)sc(C(=O)N(C)C)c1C	-52.8	32.8
89	CC(C)(C)NC(=O)C(c1ccco1)N(C(=O)c1csnn1)c1ccccc1 (stereo unspecified)	-0.2	39.3
90	O=C(Nc1ccccc1)c1ccc(Cn2cc(C(F)(F)F)ccc2=O)cc1	29.0	15.2

4 of the compounds above, with two lines to a compound.
Each structure is followed by: mHtt clearance | mHtt clearance grain fraction
74: CCn1cc(Br)c(C(=O)NC(C)c2ccccc2)n1 (stereo unspecified)
  7.5 | 16.5
84: S=C1N(c2ccccc2)C(c2ccc(Cl)cc2)N2CCCN12 (stereo unspecified)
  43.2 | 22.5
18: CCCCOC(=O)C1=C(C)Nc2ncnn2C1c1cc(OC)c(OC)cc1OC (stereo unspecified)
  -23.5 | 39.1
86: CCOc1ccc(C(=O)NC2CCN(S(=O)(=O)CC)CC2)cc1
  -26.4 | 22.8

Arranged by value in mHtt clearance grain fraction (falling): three from the list above
No.	SMILES	mHtt clearance	mHtt clearance grain fraction
46	O=C(NCc1ccco1)c1cnn2c(C(F)(F)F)cc(-c3cccs3)nc12	-15.0	40.3
47	COC(=O)c1nc(-c2ccc(C)cc2)oc1N(C)C	18.6	23.3
68	O=C(c1ccco1)N1CCN(CC(=O)N(C2CCCCC2)C2CCS(=O)(=O)C2)CC1 (stereo unspecified)	14.4	16.4

(cont.)
No.	SMILES	mHtt clearance	mHtt clearance grain fraction
91	CCC(NC(=O)C1CCC1)c1ccc(C)cc1 (stereo unspecified)	-27.1	26.1
92	CC1CCC(NC(=O)C2CCC(CNS(=O)(=O)c3cccc4nsnc34)CC2)CC1 (stereo unspecified)	17.2	43.1
93	Cc1cccc(OCCNC(=O)c2ncn[nH]2)c1	-9.6	21.1
94	O=C(CSc1nnc(Cc2ccccc2)o1)NCCc1ccccc1	69.7	4.89
95	CCC(=O)N1CCN(c2ccc(NC(=O)COc3ccccc3Cl)cc2)CC1	38.6	12
96	CCOC(=O)C1CCCN(C(=O)Nc2cccc(Cl)c2)C1 (stereo unspecified)	33.1	12.9
97	CCOC(=O)CNC(=O)c1ccc2[nH]c3c(c2c1)CCCC3	-38.8	52.9
98	CCOc1ccc(-c2nnc3sc(-c4c(OC)cccc4OC)nn23)cc1	-9.1	20.4
99	Cc1c(N2C(=O)c3ccc(F)cc3C2=O)c(=O)n(-c2ccccc2)n1C	41.1	9.77
100	O=C(C1CCCN(S(=O)(=O)c2cccc3nsnc23)C1)N1CCc2ccccc21 (stereo unspecified)	19.9	35.2
101	FC(F)Oc1ccccc1NC(=S)NCc1ccco1	14.8	15.9
102	OCCCc1nc2ccccc2n1CCc1ccccc1	-1.7	19.6

Single records, from the list above. Order of screens: mHtt clearance	mHtt clearance grain fraction
Profile of FC(F)Oc1ccccc1NC(=S)NCc1ccco1 : 14.8	15.9
Profile of CCC(=O)N1CCN(c2ccc(NC(=O)COc3ccccc3Cl)cc2)CC1 : 38.6	12

Screens: PubChem BioAssay, Columbia University Molecular Screening Center
